# Source: PubChem BioAssay
# P. falciparum M17LAP – P. falciparum M17LAP inhibitors, primary screen, biochemical, fluorogenic H-Leu-NHMec substrate, 1536-well (AID 1619) | recombinant M17LAP, H-Leu-NHMec fluorogenic kinetic assay; higher % means a stronger effect | inhibition, % at 30 µM, or IC50 in µM where a hit was titrated | 220,000 tested, 0.38% active;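 active = compound inhibiting the enzyme by more than half at any dose during confirmatory dose-response retesting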;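 also: plate controls were full reaction with DMSO carrier for no effect and no enzyme background for full effect; strong numbers were not always called active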
# XIAP displacement – small molecules displacing peptide from XIAP – biochemical, IAP family, fluorescence polarization (AID 1018); XIAP BIR domain, fluorescence polarization peptide displacement; higher % means a stronger effect; displacement, % at 20 µM; hits with a dose series show IC50 in µM; 200,000 tested, 0.007% active; in the data active = displacement above about 50%; also: a part of the inactive calls stands beside numbers as strong as those of hits
# TNAP activation fold – human TNAP enzyme activators, primary screen, biochemical, luminescent, no phosphate acceptor, uHTS (AID 1001); purified TNAP, luminescent activation assay, no phosphate acceptor; higher activation fold means a stronger effect; 200,000 tested, 0.03% active; activation fold at 20 µM; hits with a dose series show EC50 in µM; in the data active = activation fold from about 3, or a potency from the dose series; inactive = the rest, 99 in 100 with activation fold below about 1.6; also: many of its hits are not listed in these tables
# P. falciparum M1AAP – malaria alanyl aminopeptidase activity blockers – biochemical, fluorogenic H-Leu-NHMec substrate, 1536-well (AID 1445). recombinant M1AAP, H-Leu-NHMec fluorogenic kinetic assay; higher % means a stronger effect. inhibition, % at 30 µM, or IC50 in µM where a hit was titrated. 220,000 tested, 0.42% active;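 active = primary inhibition above the hit cutoff, then over 50% inhibition at one or more dose response concentrations, cut at about 23% in these data, passing the limit was not always enough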;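 also: plate controls were DMSO full reaction for no effect and no enzyme background for full effect; strong numbers were not always called active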
# UTI89 phage lysis – protection from phage-mediated lysis, alamar blue read-out – E. coli UTI89, K1F phage, bacterial capsule biogenesis inhibitors (AID 488966); 340,000 tested, 0.02% active; E. coli UTI89 K1F phage lysis, alamar blue, 2 h; higher % means a stronger effect; inhibition, % at 100 µM, or IC50 in µM where a hit was titrated;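 active = phage lysis inhibition, versus mean bacterial control, above a set limit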;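 also: capsule biogenesis inhibitors block K1F phage lysis so surviving cells raise fluorescence; higher fluorescence means more inhibition of phage lysis; actives were called in the ten point dose series up to 300 µM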
# human PMI inhibitors – human PMI inhibitors, high substrate, primary screen, biochemical, fluorescence intensity, high mannose 6-phosphate (AID 1220) | recombinant PMI enzyme, coupled fluorescence intensity; higher % means a stronger effect | one-dose inhibition, % at 20 µM; IC50 in µM for titrated hits | 190,000 tested, 0.66% active
# Siah-1 displacement – Siah-1 peptide-binding antagonists, primary screen, biochemical, fluorescence polarization, rhodamine-plectin, uHTS (AID 1817) | Siah-1 / rhodamine-plectin peptide fluorescence polarization; higher % means a stronger effect | one-dose displacement, % at 20 µM; IC50 in µM for titrated hits | 290,000 tested, 0.02% active;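 active = displacement of at least 50% at 20 µM, with a fluorescence ratio check between 0.3 and a set limit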;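 also: plate controls were Siah plus tracer with DMSO for no effect and tracer alone without Siah for full effect; strong numbers were not always called active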
# Lipid droplet – modulators of hepatic lipid droplet formation | AML12 mouse hepatocytes, oleate lipid droplets, BODIPY imaging | inhibition, % at 6.5 µM | 240,000 tested, 0.4% active | AID 1656;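 active = lipid droplet intensity inhibited by at least 50%, with more than 500 cells counted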
#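 Assay system: AML12 hepatocytes (mouse) / Also added: 100 µM oleic acid challenge / Times: overnight treatment with compound plus oleate / Detection: high-content imaging of BODIPY-stained droplets and DAPI nuclei / Evaluation: % inhibition of lipid droplet signal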
# PMI inhibitors – inhibitors of human PMI, primary screen, biochemical, fluorescence intensity, coupled assay (AID 1209). purified PMI enzyme, coupled fluorescence intensity; higher % means a stronger effect. 190,000 tested, 0.42% active. inhibition, % at 20 µM; hits with a dose series show IC50 in µM;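 also: plate controls were DMSO vehicle for no effect and wells lacking substrate for full effect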
# Lipid droplet cells 6.5 µM – second read-out of Lipid droplet, no call of its own (marks repeat the call); cell count; measured here: cell count, cytotoxicity flag;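 cells counted across two imaged fields per well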
# An asterisk follows results filed as active; i = inactive; . = no result given; [ ] = another dose, or the depositor's remark. Rule as the data show it, unless noted: active = inhibition above about 50%; inactive = the rest.
Molecule	P. falciparum M17LAP	XIAP displacement	TNAP activation fold	P. falciparum M1AAP	UTI89 phage lysis	human PMI inhibitors	Siah-1 displacement	Lipid droplet	Lipid droplet cells 6.5 µM	PMI inhibitors
O=C(Nc1nc2cc3c(cc2s1)OCO3)c1ccc(N2C(=O)CCC2=O)cc1	0%	.	.	1%	-0.8%[50 µM]	.	3%	-9	750	.
CCOC(=O)C[N+](CC)(CC)CC#Cc1ccccc1	-4%	-5.7%	1.2	2%	3.4%	-10%	12%	0	629	-4%
Cc1ccc(NC(=O)CN2CCCC2)c2c1CC(C)(C)O2	-9%	-6.0%	1	6%	0.5%	8%	-1%	2	632	10%
O=C(NC(=S)Nc1ccc2c(c1)OCCO2)c1ccccc1F	1%	-3.4%	0.9	7%	0.1%	-3%	-4%	7	681	0%
O=C(CCC(=O)N(CC(=O)NC1CCCCC1)CC1CCCO1)Nc1nccs1 (stereo not given)	10%	-6.7%	1.1	-9%	3.3%	-4%	-3%	-28	740	-3%
O=C(Nc1ccc2nn(-c3ccccc3)nc2c1)c1ccc2c(c1)OCO2	3%	-9.7%	1	5%	-0.4%	-2%	24%	14	708	8%
Cc1ccc(C(=O)Oc2coc(CSc3nnc(NC(=O)c4cccs4)s3)cc2=O)cc1C	16%	-0.6%	1.1	8%	-0.5%	-7%	15%	-3	477	-5%
CNc1nc(-c2ccc3c(c2)CCN3S(=O)(=O)c2ccccc2)c(C)s1	19%	-4.1%	0.9	8%	-0.9%	-36%	6%	-6	691	-26%
O=C(Nc1nncs1)c1cccnc1Cl	26%	-4.9%	1.1	2%	0.2%[50 µM]	-2%	1%	5	644	-11%
CC1=CS(=O)(=O)CC1SC(=S)N(C)C1CCS(=O)(=O)C1 (stereo not given)	5%	-3.9%	1.1	3%	1.3%	4%	-4%	9	635	-5%
COc1ccc2[nH]c(=O)c(-c3noc(-c4ccccc4)n3)cc2c1	1%	-3.1%	1	4%	0.0%	39%	3%	.	.	13%
CCOC(=O)c1cc(-c2cccc(C(F)(F)F)c2)nc2nc(SC)[nH]c(=O)c12	-19%	-3.7%	1	13%	1.0%[50 µM]	5%	-2%	12	666	16%
CC(=O)C1=NN(c2ccccc2)C(c2cccs2)N1c1ccccc1 (stereo not given)	-9%	-7.5%	1.1	9%	.	4%	3%	0	722	11%
COc1ccccc1NC(=O)CN(Cc1ccccc1)S(C)(=O)=O	8%	-4.6%	1	1%	0.8%	-2%	2%	-9	678	1%
Cc1cccn2c(=O)c3cc(C(=O)NCCN4CCOCC4)c(=N)n(CCc4ccccc4)c3nc12	-110%	-17%	1.1	6%	-0.5%	19%	0%	.	.	8%
Cc1ccc(N2C(=O)[C@@H]3C(c4cccnc4)=NO[C@@H]3C2=O)c(C)c1	-2%	.	.	6%	0.6%	.	4%	21	766	.
CCOc1cccc(C2C(C(=O)c3cccs3)=C(O)C(=O)N2Cc2cccnc2)c1 (stereo not given)	45%	-2.6%	1	9%	0.5%	6%	2%	1	675	7%
O=c1c2ccccc2cnn1-c1ccc(Br)cc1	5%	-1.2%	1	2%	-0.1%	4%	-1%	.	.	6%
C/C(=N\NC(N)=S)c1ccc(Cl)s1	11%	-8.0%	1.1	1%	0.7%	-2%	7%	-10	684	-3%
OCCC1CN(Cc2ccsc2)CCN1C1CCCC1 (stereo not given)	-5%	-4.6%	1	15%	-0.1%	1%	3%	-3	754	-3%
O=C(NCC(F)(F)F)Nc1ncccn1	4%	-2.4%	1.1	-1%	0.1%	-3%	-1%	.	.	-8%
CC(=O)Nc1nnc(CCN2CCCCC2)s1	-4%	-4.9%	1.1	3%	0.1%	10%	-3%	.	.	13%
COc1ccc(Nc2nc(NCCO)nc(OC)n2)cc1	-5%	-5.1%	1.1	2%	0.4%	8%	0%	-13	677	11%
CS(=O)(=O)N(CC(N)=O)Cc1ccc(Cl)cc1	2%	-0.7%	1.1	5%	5.4%	13%	0%	0	704	10%
COc1ccc(/C=N/NC(=O)Nc2cccc3nsnc23)c(OC)c1	-2%	-1.0%	1.1	5%	0.5%	10%	11%	1	689	11%
COC(=O)c1c(C)[nH]c(C(=O)CN2CCOCC2)c1C	7%	-6.1%	1.1	13%	2.0%	-25%	-4%	5	776	-10%
Nc1ccc(NC(=O)c2ccco2)c(Cl)c1	3%	-0.6%	1	-1%	1.9%	-1%	5%	-4	667	-3%
O=C(c1nn(-c2ccccc2)c(=O)c2ccccc12)N1CCN(c2ncccn2)CC1	3%	-1.7%	1.1	0%	1.0%	15%	7%	-19	666	14%
Cc1ccccc1Nc1c(F)c(F)c(F)c(F)c1C(=O)O	-7%	-7.5%	1	1%	-0.1%	0%	3%	-2	715	-10%
Cc1ccc(SCCC(=O)NCCSCc2ccccc2C)cc1	12%	-3.8%	1.1	12%	1.0%	8%	-1%	.	.	15%
CC1CCN(c2nnc(NC(=O)Cn3c(=O)oc4ccccc43)s2)CC1	2%	-9.7%	1.1	4%	-0.9%	15%	1%	.	.	8%
Cc1cc(SCC#N)nc2ccccc12	-1%	-12%	1.1	-2%	0.2%	-7%	-4%	5	632	-7%
O=C(C1CCN(S(=O)(=O)c2cccc3cccnc23)CC1)N1CC=C(c2ccccc2)CC1	-2%	-6.9%	0.7	-9%	.	24%	0%	.	.	3%
CC(C)(C)CC(=O)Nc1ccccc1N1CCN(c2ccccc2)CC1	7%	-5.3%	1.1	2%	0.3%	5%	10%	7	751	6%
Nc1c(S(=O)(=O)c2ccccc2)cnc2c(-c3ccc(F)cc3)cnn12	-3%	-3.9%	1.1	5%	0.7%	2%	0%	.	.	1%
COc1cc(C(=O)Nc2ccc3c(c2)Cc2ccccc2-3)cc(OC)c1OC	2%	-1.6%	1.1	-3%	0.1%	-3%	-4%	-5	668	4%
Cc1ccc(N(C)C(=O)c2ccc3c(Cl)c4c(nc3c2)CCC4)cc1C	12%	0.3%	1	8%	1.7%	7%	9%	-2	668	2%
NC(=O)CC(NC(=O)Cc1cccc2ccccc12)c1ccc(NC2CCCCC2)c([N+](=O)[O-])c1 (stereo not given)	5%	.	.	3%	-1.1%	.	9%	15	712	.
O=C(NCCCn1ccnc1)C(=O)NCC1OCCN1S(=O)(=O)c1cc(F)ccc1F (stereo not given)	-16%	.	.	0%	1.1%[50 µM]	.	-9%	0	697	.
CCOc1ccc(CCNC(=O)C2CCN(S(=O)(=O)N3CCC(C)CC3)CC2)cc1OCC	-3%	-4.0%	1	2%	1.0%[50 µM]	-15%	5%	40	733	-15%
COc1cccc(CN2CCC(C(=O)N3CCN(c4ccccc4F)CC3)CC2)c1	16%	-3.5%	1	9%	3.5%	-12%	-4%	-6	692	-12%
COc1ccccc1OC1OC2COC(c3ccco3)OC2C(O)C1NC(C)=O (stereo not given)	15%	-4.5%	1.2	2%	4.5%[50 µM]	-8%	9%	7	641	2%
CCc1c(C)sc(NC(=O)c2cnn3cccnc23)c1C#N	-4%	-2.5%	1.1	1%	5.2%	-1%	-8%	1	709	4%
Cc1ccc(C(=O)COc2ccc3ccc(=O)oc3c2)cc1	9%	.	.	0%	0.1%	.	12%	-18	786	.
O=C(COC(=O)/C=C/c1ccc(F)cc1)NCc1ccco1	-5%	-0.8%	1.1	10%	0.8%	4%	6%	10	710	8%
CC(=O)Nc1ccc(S(=O)(=O)N2CCN(Cc3cccs3)CC2)cc1	-3%	-2.5%	1	-3%	-0.8%	6%	6%	18	716	9%
O=C(CCc1nnc(CCCc2ccccc2)o1)NC(C1CC1)C1CC1	-3%	-3.2%	1.1	5%	0.3%	.	7%	10	630	.
CC(C)CCOc1ccccc1C(N)=O	9%	-8.2%	1	-2%	0.8%	-5%	-6%	3	674	-9%
COc1ccc2c(C(=O)CN3CC(C)OC(C)C3)c[nH]c2c1 (stereo not given)	22%	-5.8%	1	5%	0.5%	-23%	-1%	1	738	-11%
COc1cccc(N2CCN(C(=O)c3ccc4nc(N5CCC(C)CC5)sc4c3)CC2)c1	4%	.	.	7%	.	.	4%	0	730	.
CCC1(C)COC2(OC1)C(=O)Nc1ccccc12 (stereo not given)	11%	-4.1%	1.1	9%	-2.2%	8%	3%	1	723	12%
COc1ccccc1NC(=O)CSc1ccc2nnc(-c3ccc(C)cc3)n2n1	-2%	-4.3%	1	-2%	-0.5%	-2%	5%	0	718	5%
Cc1ccccc1NC(=O)C1CCCN1S(=O)(=O)c1ccc2c(c1)n(C)c(=O)c(=O)n2C (stereo not given)	7%	-2.7%	1.1	2%	0.4%	-1%	3%	-5	734	0%
CC1(C)CC(NC(=O)Cc2ccccc2[N+](=O)[O-])CC(C)(C)N1	-5%	-4.9%	1	-3%	i	1%	-8%	-1	642	2%
O=C(c1cccc2ccccc12)C1CCCN(C(=O)CCCn2cncn2)C1 (stereo not given)	12%	-6.5%	1.1	1%	0.3%	2%	-5%	-9	728	-2%
Cc1ccc(NS(=O)(=O)c2cc([N+](=O)[O-])ccc2NNC(=S)Nc2cc(C)ccc2C)c(C)c1	-4%	-10%	0.8	0%	1.1%[50 µM]	9%	-1%	-54	594	15%
COc1ccc(OC)c(S(=O)(=O)NCc2cn3cccc(C)c3n2)c1	23%	-5.8%	1	-1%	0.5%	-16%	2%	19	720	-16%
CS(=O)(=O)N(CC(=O)NCc1ccc2c(c1)OCO2)c1cccc(Cl)c1	20%	-3.0%	1	-2%	1.6%	-2%	-1%	-13	737	2%
C=CCNC(=O)c1ccc(N(C)S(=O)(=O)c2ccc(OC)cc2)cc1	-5%	-9.3%	1.1	-12%	1.1%	-2%	1%	4	757	-10%
Cc1ccc(C(C(=O)NC2CCCC2)N2CCCC(C)C2)cc1 (stereo not given)	-3%	1.5%	1.1	4%	0.5%	4%	6%	-31	516	4%

# Compound profiles, from the list above:
# COc1ccccc1NC(=O)CSc1ccc2nnc(-c3ccc(C)cc3)n2n1 is listed as P. falciparum M17LAP = -2%; XIAP displacement = -4.3%; TNAP activation fold = 1; P. falciparum M1AAP = -2%; UTI89 phage lysis = -0.5%; human PMI inhibitors = -2%; Siah-1 displacement = 5%; Lipid droplet = 0; Lipid droplet cells 6.5 µM = 718; PMI inhibitors = 5%
# COc1ccc(OC)c(S(=O)(=O)NCc2cn3cccc(C)c3n2)c1 is listed as P. falciparum M17LAP = 23%; XIAP displacement = -5.8%; TNAP activation fold = 1; P. falciparum M1AAP = -1%; UTI89 phage lysis = 0.5%; human PMI inhibitors = -16%; Siah-1 displacement = 2%; Lipid droplet = 19; Lipid droplet cells 6.5 µM = 720; PMI inhibitors = -16%
